p53ts 39C kill: cytotoxicity in p53ts cells at nonpermissive temperature | 130,000 tested, 1.5% active | H1299-p53A138V viability at 39C, ATP luminescence, 24 h | AID 902 | Potency, µM (top dose mostly 46.1 µM), for inactives: at the top dose activity change, negative = cell killing, hits mostly cytotoxic; also: nearly all actives have a fitted effect of over 55% in size
IkB sig inh: inhibitors of IkB signaling in ABC-DLBCL cells. 110,000 tested, 0.04% active. Potency, µM (titrated, usually from 57.1 µM), without a hit: at the highest dose IkBa stabilization activation. ABC-DLBCL IkBa-CBG/CBR dual luciferase ratio, 4 h; response scale: scaled: untreated 0%, proteasome inhibitor 100%; active = well fitted curve in the direction sought with a large enough effect in the signal ratio, not every such curve was filed as active; inconclusive = small, poorly fitted or top-dose-only effect, or a change in a side signal; the % refers to the signal ratio;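 also: the direction sought is a rising ratio; 0% = basal untreated cells and 100% = reference inhibitor full response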
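In this assay, an IκBα–CBG68 fusion accumulates when IKK-driven degradation is blocked; native CBR normalizes for cell number. OCI-Ly3 cells were treated 4 h with compound and doxycycline, then green and red light read after Chroma-Glo addition.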
Peg3 imprint: genomic imprint erasure induction; 110,000 tested, 0.02% active; mouse ES Peg3-LacZ reporter, beta-gal luminescence, 40 h; Potency, µM (highest dose often 60.7 µM), inactives show top-dose activity change, positive = activation, hits mostly activators;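 also: 0% = negative control wells on the plate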
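Each well holds 300 Peg3LacZ-Neo (maternal) female ES cells incubated 40 h at 37C, 5% CO2. LacZ is measured by BetaGlo luminescence, with AC50 and maximum efficacy derived from dose-response curves.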
p53ts 32C kill: kills p53ts cells at the permissive temperature; 130,000 tested, 0.93% active; H1299-p53A138V at 32C, ATP luminescence viability, 24 h; Potency, µM (titrated, usually from 46.1 µM), inactives show at the highest dose activity change, negative = cytotoxicity, hits mostly cytotoxic;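 also: 0% = DMSO and -100% = full killing by reference compound; nearly all actives have a fitted effect of over 55% in size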
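Cells: H1299 p53ts (A138V), 600/well, pre-incubated 16–30 h at 37C. Cpd up to 46 uM, 24 h, 32C. Readout: ATPlite luminescence, 20 min RT. Normalization: DMSO vs tamoxifen 100 uM. AC50 by Hill equation.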
An asterisk follows results filed as active; ? = inconclusive; · = no result given; [ ] = dose if it differs, or a comment. Unless noted, calls follow the shape of the dose curve; as a rule, active = well fitted curve in the direction sought with a large enough effect; inconclusive = small, poorly fitted or top-dose-only effect, or another doubt; inactive = no such curve, though single readings can be large; an effect the other way counts as inactive or inconclusive. Unless noted, % is scaled to controls: 0 for no effect and ±100 for the full control effect; potency is read from the fitted curve at half-maximal effect.

SMILES	p53ts 39C kill	IkB sig inh	Peg3 imprint	p53ts 32C kill
COC(=O)CS	-4%	0.7%	-3%	2%[1.84 µM]
COc1ccc(C(O)c2coc3ccc(O)c(CN(C)C)c23)cc1 (stereo unspecified)	6%	-2.1%	-7%	-1%
CCOC(=O)c1ccccc1NC(=O)CSc1ccc(-c2sc(C)nc2C)nn1	-24%	0.0%	?	-6%
CCc1nc2ccccc2n(CC)c1=O	-4%	-0.8%	-6%	7%
CCc1ccc(NC(=O)Cn2c(=O)oc3cc(S(=O)(=O)N4CCOCC4)ccc32)cc1	-6%	-0.8%	-4%	6%
COC(=O)[C@@]1(Cc2ccc(F)cc2)[C@H]2c3cc(C(=O)N4CCCC4)n(Cc4ccccn4)c3C[C@H]2CN1C(=O)c1ccccc1	-13%	·	1%	17%
COc1ccc(-c2nc(CS(=O)CC(=O)NCc3ccc4c(c3)OCO4)c(C)o2)cc1 (stereo unspecified)	-6%	2.3%	-20%	8%
COC(=O)N1CCC2(CC1)CN(C(=O)Nc1cccc(F)c1)C2	-9%	3.5%[11.4 µM]	·	-15%
CC(=O)c1ccc(N2CCN(C(=O)c3cc4cc5cc(C)ccc5nc4s3)CC2)cc1	-30%	-1.5%	-7%[10.9 µM]	-17%
COc1ccc(NC(=O)c2ccc(COc3ccccc3Br)o2)cc1OC	-3%	?	-34%[inhibitor]	12%

Rewritten in CSV form: part of the list above
mol,p53ts 39C kill,IkB sig inh,Peg3 imprint,p53ts 32C kill
COc1ccc(-c2nc(CS(=O)CC(=O)NCc3ccc4c(c3)OCO4)c(C)o2)cc1 (stereo unspecified),-6%,2.3%,-20%,8%
COC(=O)[C@@]1(Cc2ccc(F)cc2)[C@H]2c3cc(C(=O)N4CCCC4)n(Cc4ccccn4)c3C[C@H]2CN1C(=O)c1ccccc1,-13%,·,1%,17%
CCc1ccc(NC(=O)Cn2c(=O)oc3cc(S(=O)(=O)N4CCOCC4)ccc32)cc1,-6%,-0.8%,-4%,6%

More records
SMILES	p53ts 39C kill	IkB sig inh	Peg3 imprint	p53ts 32C kill
C=CCn1c(SCc2nc3ccccc3c(=O)[nH]2)nnc1-c1cc2cc(Cl)ccc2o1	5%	0.9%	-18%	5%
CC1CN(C(=O)N2CCC(C(=O)NCCCc3ccccc3)CC2)c2cc(Cl)ccc2O1 (stereo unspecified)	-9%	?	?	11%
Cc1cn(C)c(CC(=O)N2CCN(c3ccccc3F)CC2)c1C(=O)O	-8%	0.3%	-7%[10.9 µM]	8%
CCOc1ccc(NC(=O)c2c(C)nn(-c3ccc(F)cc3)c2-n2cccc2)cc1	-4%	-0.2%	?	2%
Clc1ccccc1N1CCN(c2ncnc3nc[nH]c23)CC1	13%	8.0%	-19%	11%
COc1ccc2c(c1)c1c(c(=O)n(-c3ccc(OC)c(OC)c3)c(=O)n1Cc1ccccc1F)n2C	-7%	-0.8%	5%[10.9 µM]	3%
Cc1ccc(NC(=O)OCC(F)(F)C(F)F)cc1NC(=O)OCC(F)(F)C(F)F	12%	?	-21%	6%
CCOc1ccc(OCC)c(NC(=O)C2CCN(c3nnc(-n4cccc4)s3)CC2)c1	-9%	2.6%	10%[10.9 µM]	-3%
Cc1c(C#N)c2ccccc2n1CC(=O)N1CCc2ccccc2C1	7%	0.5%	-20%	10%
CCCCn1c(SCC(=O)N2CCOCC2)nnc1-c1cccs1	12%	-0.3%	-3%	-4%

4 entries picked at random from the list so far:
SMILES	p53ts 39C kill	IkB sig inh	Peg3 imprint	p53ts 32C kill
CCCCn1c(SCC(=O)N2CCOCC2)nnc1-c1cccs1	12%	-0.3%	-3%	-4%
CCOc1ccc(NC(=O)c2c(C)nn(-c3ccc(F)cc3)c2-n2cccc2)cc1	-4%	-0.2%	?	2%
Cc1ccc(NC(=O)OCC(F)(F)C(F)F)cc1NC(=O)OCC(F)(F)C(F)F	12%	?	-21%	6%
Clc1ccccc1N1CCN(c2ncnc3nc[nH]c23)CC1	13%	8.0%	-19%	11%

(list continues)
SMILES	p53ts 39C kill	IkB sig inh	Peg3 imprint	p53ts 32C kill
COc1ccc(N2CC(NC(=O)/C=C\c3ccccc3)CC2=O)cc1OC (stereo unspecified)	-4%	0.8%	-3%[10.9 µM]	-3%
Cc1ccccc1-c1cc(N2CCNCC2)ncn1	-5%	3.0%[11.4 µM]	-26%	-3%
Cc1ccc2cc(C#N)c(NCCNC(=O)C3CCC3)nc2c1C	-13%	-0.3%	-10%	-5%
Nc1ccc(C(=O)OCc2nc3c(ccc4ccccc43)[nH]2)cc1	-6%	·	·	-14%
CCc1cccc(CC)c1NC(=O)CCS(=O)(=O)c1ccc(Br)s1	0%	10%	21%[10.9 µM]	1%
COc1ccc(C2c3c(n(C)c4ccccc34)C(=O)N2CC(=O)Nc2ccccc2F)cc1 (stereo unspecified)	?	?	-1%[10.9 µM]	5%
CCC(C)NC(=O)CSc1ccc(Cl)cc1 (stereo unspecified)	0%	·	·	2%
CCOC(=O)C1CCN(C(=O)c2ccc3c(c2)sc2nc(-c4ccc(OCC)cc4)cn23)CC1	?	?	-8%[10.9 µM]	3%
CC(C)(CN1CCCCC1)NS(=O)(=O)c1ccc(Cl)cc1	1%	-2.8%	-14%	2%
O=C(Nc1cccc(Cl)c1)c1ccc(F)c(S(=O)(=O)N2CCC3(CC2)OCCO3)c1	-22%	?	-17%[10.9 µM]	-3%
COc1ccc(-n2nc(C(=O)Nc3ccc(C(C)=O)cc3)nc2-c2ccccc2)cc1	-5%	0.4%	-4%[10.9 µM]	-5%
O=C(CN(C(=O)CNS(=O)(=O)c1ccccc1)c1ccc2c(c1)OCCO2)NC1CCCCC1	-7%	4.3%	-5%	0%
O=C(O)CC12CSc3[nH]c(=O)sc3C1c1ccccc1OC2=O (stereo unspecified)	-1%	-0.8%	-5%	-2%
Cc1ccc2[nH]c3c(c2c1)CN(C(=O)CN1CCN(c2ccccc2)CC1)CC3	0%	2.7%	-15%	3%
Cc1cccc(-c2nc(Cn3c(=O)cc(-c4ccccc4)c4c(C)nn(C)c43)c(C)o2)c1	-14%	-1.5%	-8%[10.9 µM]	5%
CCOC(=O)Cn1c(=NC(=O)CSC(C)=O)sc2ccccc21	41%[activator]	-0.4%	-26%	16%
CCOc1c(CC2C(=O)Nc3ccc(Br)cc32)cccc1OC (stereo unspecified)	?	9.1%	26%[10.9 µM]	6%
O=C(O)CCn1c(C(=O)O)cc2sccc21	9%	-0.6%	-5%	-4%
CN1CCN(c2nc(-c3ccc4c(c3)OCO4)nc3ccccc23)CC1	-13%	-4.1%[11.4 µM]	?	6%
Cc1ccc(NC(=O)C2C3CC4OC(=O)C2C4C3)cc1Cl (stereo unspecified)	-1%	-0.4%	-3%	3%
Cc1cc(Nc2ccc(F)cc2)nc(-n2nc(C)cc2C)n1	-7%	-1.9%	-11%[10.9 µM]	-2%
CC1(C)CC(=O)C=C(NCC2CCCO2)C1 (stereo unspecified)	-5%	-0.9%	-7%	-8%
COc1ccc(-c2cc(C(F)(F)F)nc(SCCC(=O)Nc3ccc(OC)c(OC)c3)n2)cc1	6%	?	-11%[10.9 µM]	-5%
Cc1ccc(Cn2nnc3c(=O)[nH]c(C4CCN(S(=O)(=O)c5ccccc5)CC4)nc32)cc1	5%	?	·	18%
COc1cc(OC)c(NC(=O)Cn2c(=O)cc(C)c3c(C)nn(-c4ccc(C)cc4)c32)cc1Cl	14%	-3.5%	-8%[10.9 µM]	4%
CCc1ccc(/C=C(/C#N)c2nc(-c3ccc(C)cc3)cs2)cc1	7%	-1.5%	-11%[10.9 µM]	-12%
COc1ccc(C(=O)N2CCC(c3c[nH]c4ccccc34)(c3c[nH]c4ccccc34)CC2)cc1	0%	?	19%[10.9 µM]	13%
CCCCCn1cc2c(c1-c1ccc(Br)cc1)c(=O)n(C)c(=O)n2C	-17%	?	-11%[10.9 µM]	-2%
Cc1nc2ccc3nc(NC(=O)C4COc5ccccc5O4)sc3c2s1 (stereo unspecified)	8%	?	-17%	1%
COc1ccc(C2=C(C)C(N3CCN(c4ccc(OC)cc4)CC3)=NS2(=O)=O)cc1	1%	-1.3%	-8%[10.9 µM]	6%
CC(C)(C)c1ccc(O)c(CN(Cc2cc(C(C)(C)C)ccc2O)c2ccccc2)c1	6%[9.22 µM]	1.0%[11.4 µM]	-9%[10.9 µM]	2%[9.22 µM]
Cc1ccccc1NC(=O)c1c(NC(=O)C(C)Oc2cccc(Cl)c2)sc2c1CCCC2 (stereo unspecified)	15%	3.7%	-3%[10.9 µM]	13%
Cc1cccc(C)c1NC(=O)c1c(C)oc2c1C1=NCCN1C=N2	-29%	-2.3%	13%[10.9 µM]	4%
CCOc1ccccc1NC(=O)c1cc(S(=O)(=O)NC2CCCC2)ccc1F	-3%	-0.3%	-14%[10.9 µM]	6%
CCOCCCNCC(=O)NC1(C)C2CCC(C2)C1(C)C (stereo unspecified)	-11%	-2.1%	-8%	-7%
O=C(Nc1cc(C(F)(F)F)ccc1N1CCOCC1)c1ccc2ccccc2n1	-14%	2.4%	-27%	-11%
O=C(CSc1nc2c(oc3ccccc32)c(=O)n1Cc1ccco1)Nc1ccccc1Cl	-1%	-0.8%	5%[10.9 µM]	-7%
CCn1c(SCC(=O)c2ccc(Cl)cc2)nnc1C(C)C	-12%	0.4%	-29%	-14%
CCOc1ccccc1C(=O)Nc1ccc2nc(N3CCN(c4ncccn4)CC3)cc(C)c2c1	-9%	?	-30%[inhibitor]	-10%
CCn1c(=O)c2c(n3cnnc13)-c1ccccc1CC21CCCCC1	0%	0.0%	-6%	-4%
COc1cccc(C(=O)c2sc(NC(C)C)nc2N)c1	-15%	·	·	-4%
Cc1ccc(S(=O)(=O)c2nnn3c2nc(NC2CCCCC2)c2sccc23)cc1C	28%	4.2%	25%[10.9 µM]	15%
COc1ccccc1CCn1c(=O)c(CCc2ccccc2)nc2cncnc21	2%	1.8%[11.4 µM]	-9%	4%
CC(C)c1ccc(NC(=O)c2cc3sc(Cl)cc3n2C)cc1	?	-2.3%	-12%[10.9 µM]	-16%
Nc1c(C(=O)NCc2ccco2)sc2nc3c(cc12)C(=O)CCC3	2%	2.5%	-11%	13%
COc1ccc(NC(=O)Cn2c(=O)n(CCc3ccccc3)c(=O)c3ccccc32)cc1	-24%	-0.1%	5%[10.9 µM]	-5%
COCCN1C(=O)N(c2cccc(C)c2)C(=O)C1CC(=O)Nc1ccc(F)cc1 (stereo unspecified)	9%	1.5%	5%	-13%
Oc1ccccc1C(Sc1nc2ccccc2s1)Sc1nc2ccccc2s1	16%[9.22 µM]	-0.7%[11.4 µM]	-4%[10.9 µM]	-6%[9.22 µM]
COC(=O)c1cc(NC(=O)Cn2nc(-c3ccccc3)c3c(c2=O)CCCC3)cc(C(=O)OC)c1	-11%	?	-4%[10.9 µM]	11%
CCOC(=O)c1cc(-c2ccc(OC)cc2)n(CCC(=O)NC2CCC(C)CC2)c1C (stereo unspecified)	17%	-0.6%	-16%[10.9 µM]	8%
The list goes on.
SMILES	p53ts 39C kill	IkB sig inh	Peg3 imprint	p53ts 32C kill
Cc1ccc(N(C(=O)C2CCCO2)C2C=CS(=O)(=O)C2)cc1Cl (stereo unspecified)	-11%	0.6%	-3%	-5%
N[C@@H](CCCCO)C(=O)O	1%[9.22 µM]	0.7%[11.4 µM]	-12%[10.9 µM]	-7%[9.22 µM]
CCn1c(SCC(=O)Nc2ccc3c(c2)c2ccccc2n3CC)nnc1-c1cnccn1	-4%	?	-11%	-5%
CCCCn1c(CN2CCN(c3ccccc3)CC2)nc2c1c(=O)n(C)c(=O)n2C	-11%	17%	-6%	0%
CCCN1CC23C=CC(O2)C(C(=O)O)C3C1=O (stereo unspecified)	-11%	-2.0%	-5%	5%
CC(C)c1ccc(S(=O)(=O)c2nnn3c2nc(NCCc2ccccc2)c2sccc23)cc1	-7%	?	-19%[10.9 µM]	16%
Cc1nn(S(=O)(=O)c2ccc(C(C)C)cc2)c(C)c1S(=O)(=O)N1CCCCCC1	-11%	0.3%	-5%[10.9 µM]	-9%
